EWS-Fli block = blocks EWS/Fli oncoprotein-driven transcription; inhibition, % at 12.6 µM; 350,000 tested, 0.67% active; A673 NR0B1-luciferase reporter, viability-normalised; AID 651661;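 active means mean inhibition of at least 50% after viability correction, with every replicate also passing that limit; inconclusive means mean reaches 50% but only one of two replicates passes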;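 further: firefly luciferase signal divided by Alamar Blue viability fluorescence both relative to DMSO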
F508del corr = correctors of CFTR F508del function in bronchial epithelial cells | AID 720511 | activity (quench increase), % at 7.58 µM | CFBE cells, YFP halide quenching; stimulated with forskolin plus potentiator P3; % fluorescence drop versus neutral controls | 350,000 tested, 0.36% active;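 active means mean added fluorescence quench of at least 8% versus neutral control, with both replicates also reaching 8%; inconclusive means only one of the mean or replicate conditions met; inactive means mean below 8% and not both replicates reaching 8%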;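 further: cells transiently co-express mutant CFTR-F508del with the halide-sensitive YFP; corrector assay measuring rescue of mutant channel to the surface after 24 h compound exposure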
DENV2 CPE rescue = DENV2-induced cell death inhibition; DENV2-infected cells, cytopathic effect rescue, plate reader; CPE inhibition, % at 9.99 µM; 350,000 tested, 1.7% active; AID 651640; in the data active means CPE inhibition above about 20%, passing the limit was not always enough; inconclusive means no clear call, values can overlap the other calls; tested in BHK-21 cells;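 further: 0% = median of neutral control wells and 100% = median of positive control wells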
miR122 inh = blocks miR-122 activity in Huh7 sensor cells. Huh7 miR-122 Renilla luciferase sensor, 48 h; neutral wells = 0, positive control = 100. activation (reporter increase), % at 12.5 µM. 340,000 tested, 0.3% active. AID 602342;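 active means mean replicate activation score at least 90 and every replicate individually at or above 90; inconclusive means only one of the two criteria met; inactive means neither criterion met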;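 further: higher luciferase means less miR-122 activity so hits act as miR-122 inhibitors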
INS-1E GSIS act = primary screen for activators of insulin secretion dependent on glucose, INS-1E cells, GLuc reporter luminescence. 370,000 tested, 0.61% active. activation, % at 16.6 µM. AID 743287. INS-1E GLuc reporter insulin secretion, 2-3 h;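 active means lowest replicate activation of at least 40%, so every replicate reaches that level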;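 further: 0% = median of neutral control wells and 100% = median of IBMX positive control wells; some compounds called inactive have numbers as strong as hits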
PAX8 inh HTS = PAX8 transcriptional activity inhibition | RMG-I TPO-luciferase reporter, SteadyGlo, 24 h | inhibition, % at 12.6 µM | 360,000 tested, 1.2% active;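 active means mean replicate inhibition at least 60% with every replicate also reaching 60%; inconclusive means only one of the two criteria is met; inactive means mean below 60% and not all replicates reaching 60%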;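 further: luciferase light reporting Pax8 driven TPO promoter activity; plate controls were median of neutral control wells for no effect and mitoxantrone controls for full effect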
FN deposition inh = fibronectin deposition inhibition | AH1F fibroblasts, Alexa488-fibronectin deposition fluorescence, overnight | inhibition, % at 12.6 µM | 350,000 tested, 0.086% active | AID 743247;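 active means mean inhibition across replicates of 30% or more, regardless of how many single replicates reach that level; inconclusive means mean under 30% yet at least half of replicates reach 30%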;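 further: positive control wells lacked labelled fibronectin entirely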
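material = AH1F fibroblast monolayer depositing Alexa488-labelled fibronectin into matrix | amount = 10000 AH1F cells/well | buffer or medium = DMEM plus 2% serum, read in PBS | incubation = 1 h cell adhesion before compound, then overnight fibronectin incubation | detection = fluorescence at 485 nm excitation, 525 nm emission | evaluation = percent inhibition as loss of matrix-bound fibronectin fluorescence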
An asterisk follows results filed as active; ? = inconclusive; . = not tested or not shown; & = joins results of further samples; [ ] = another dose, or the depositor's remark.

(1) Cc1nc(CS(=O)(=O)c2ccccn2)sc1C(=O)NNC(=O)c1ccccc1
(2) C[C@H]1CCCCO[C@H](CN(C)C(=O)Nc2ccc(C(F)(F)F)cc2)[C@@H](C)CN([C@@H](C)CO)C(=O)c2cc(NC(=O)c3ccncc3)ccc2O1
(3) CN(C)S(=O)(=O)NC(=O)C1=C(N2CCCC2)COC1=O
(4) C/C(=N\NC(=O)C(N)=O)c1ccc(Br)cc1
(5) Cc1ccc(NC(=O)CSc2nnc3n2CCCCC3)cc1
(6) C=CCn1c(=O)[nH]c2cc(C(=O)N3CCN(c4cc(C)ccc4C)CC3)ccc2c1=O
(7) COc1ccccc1-c1cnc2c(c1)C(=O)N([C@@H](C)CO)C[C@H](C)[C@H](CN(C)Cc1ccc(C(=O)O)cc1)O2
(8) Cc1c(C(=O)Nc2nc3ccccc3[nH]2)oc2ccc(Br)cc12
(9) C[C@@H]1CN([C@H](C)CO)C(=O)c2cc(C#CC3CCCCC3)cnc2O[C@H]1CN(C)Cc1cccnc1
(10) O=c1c2cc3c(nc2[nH]c(=S)n1-c1ccccc1)CCCC3
Compound	1	2	3	4	5	6	7	8	9	10
FN deposition inh	-7	2	-6	9	-3	-4	7	9	-17	0
miR122 inh	.	3[16.7 µM]	11	.	.	0	-1[16.7 µM]	-19	-1	2
DENV2 CPE rescue	-1	-1	-6	.	.	.	14	19	-2&-4&6	2
INS-1E GSIS act	1	-26	-2	35	0	.	23	12	4&-9	-3
EWS-Fli block	7	11	-3	.	.	.	-1	-92	7&5&-5	47
F508del corr	.	-1.7	-1.5	.	.	.	3.1	2.6	1.1&0.3&1.2	2.5
PAX8 inh HTS	0	93*	6	6	-9	31	.	-51	-4&-8	3

9 structures out of the list, sorted by SMILES length, smallest number first.
(4) C/C(=N\NC(=O)C(N)=O)c1ccc(Br)cc1
(5) Cc1ccc(NC(=O)CSc2nnc3n2CCCCC3)cc1
(3) CN(C)S(=O)(=O)NC(=O)C1=C(N2CCCC2)COC1=O
(10) O=c1c2cc3c(nc2[nH]c(=S)n1-c1ccccc1)CCCC3
(8) Cc1c(C(=O)Nc2nc3ccccc3[nH]2)oc2ccc(Br)cc12
(1) Cc1nc(CS(=O)(=O)c2ccccn2)sc1C(=O)NNC(=O)c1ccccc1
(6) C=CCn1c(=O)[nH]c2cc(C(=O)N3CCN(c4cc(C)ccc4C)CC3)ccc2c1=O
(7) COc1ccccc1-c1cnc2c(c1)C(=O)N([C@@H](C)CO)C[C@H](C)[C@H](CN(C)Cc1ccc(C(=O)O)cc1)O2
(2) C[C@H]1CCCCO[C@H](CN(C)C(=O)Nc2ccc(C(F)(F)F)cc2)[C@@H](C)CN([C@@H](C)CO)C(=O)c2cc(NC(=O)c3ccncc3)ccc2O1
Compound	4	5	3	10	8	1	6	7	2
FN deposition inh	9	-3	-6	0	9	-7	-4	7	2
miR122 inh	.	.	11	2	-19	.	0	-1[16.7 µM]	3[16.7 µM]
DENV2 CPE rescue	.	.	-6	2	19	-1	.	14	-1
INS-1E GSIS act	35	0	-2	-3	12	1	.	23	-26
EWS-Fli block	.	.	-3	47	-92	7	.	-1	11
F508del corr	.	.	-1.5	2.5	2.6	.	.	3.1	-1.7
PAX8 inh HTS	6	-9	6	3	-51	0	31	.	93*

Going on with the list:
(11) O=C(NC(=S)Nc1ccc(Cl)cc1Cl)C1CC1
(12) CN(CC(=O)Nc1ccccc1Br)C(=O)c1sccc1-c1ccccc1
(13) CC(C)c1ccc(NC(=O)C2CCN(S(=O)(=O)c3ccc4c(c3)NC(=O)CO4)CC2)cc1
(14) Cc1noc(C)c1CSc1ccccc1C(=O)Nc1nccs1
(15) CCN(CC(=O)Nc1c(F)cccc1F)C(=O)c1cccn1C
(16) CC(=O)Nc1ccc(SC(C)C(=O)NC2CCCC2)cc1 (configuration not stated)
(17) C[C@@H]1CCCCO[C@H](CN(C)C(=O)Cc2ccccc2)[C@H](C)CN([C@@H](C)CO)C(=O)c2cc(NC(=O)CCC(F)(F)F)ccc2O1
(18) CO[C@H]1CC[C@@H]2CCN(C)C(=O)[C@H](C)N(C)C(=O)c3cccc(C#N)c3OC[C@@H]1O2
(19) O=c1[nH]c(-[n+]2ccccc2)c(/C=N/N=C(\[O-])c2ccccc2)s1
(20) Cc1noc(C)c1COC(=O)/C=C/c1ccc(Cl)cc1
Compound	11	12	13	14	15	16	17	18	19	20
FN deposition inh	11	-13	7	1	7	5	-6	-3	-1	4
miR122 inh	0	5	-4	7	-2	2	6[16.7 µM]	.	.	.
DENV2 CPE rescue	86*	-1	-1	.	-12	6	?	0	12	1
INS-1E GSIS act	-4	.	-31	.	2	-1	-17	5	1	-3
EWS-Fli block	-111	2	.	.	-13	2	7	2	1	0
F508del corr	-1.0	-4.0	0.4	.	-0.3	-0.3	2.1	.	-1.3	-2.9
PAX8 inh HTS	-227	-16	8	1	-14	3	-7	-3	20	3

(21) COc1cc(NC(=O)CN2C(=O)NC(CC(C)C)C2=O)cc(OC)c1OC (configuration not stated)
(22) CN1C(=O)c2cc(NC(=O)C3CCOCC3)ccc2OC[C@@H]2O[C@H](CC(=O)NCc3ccccc3F)CC[C@@H]21
(23) CC(=O)Nc1cccc(NC(=O)CSc2nc(=O)n(Cc3ccccn3)c3c2CCC3)c1
(24) CC=Cc1ccc2n(c1=O)C[C@@H]1[C@@H](CO)[C@H](C(=O)NCC3CC3)[C@H]2N1Cc1ccccc1F (mixture of isomers)
(25) COc1ccc(N2CCN(CC(O)COC(C)(C)C)CC2)cc1 (configuration not stated)
(26) CC(OC(=O)c1snc(C(=O)NC2CCCCC2)c1N)C(=O)NC1CCCCC1 (configuration not stated)
(27) Nc1ccc(C(=O)NCc2ccccc2)cc1
(28) COc1ccccc1N1CCN(C(=O)CN(C2CCCCC2)S(C)(=O)=O)CC1
(29) COc1ccccc1-c1cn(CC[C@H]2CC[C@H](NC(=O)C3CCOCC3)[C@@H](CO)O2)nn1
(30) O=C(/C=C/c1ccccc1)Nc1cccc(S(=O)(=O)Nc2ccccc2F)c1
Compound	21	22	23	24	25	26	27	28	29	30
FN deposition inh	-2	-4	6	.	-1	0	-4	-2	.	0
miR122 inh	-8	-2[16.7 µM]	-2	-1[16.7 µM]	.	1	67	-1	18[16.7 µM]	74
DENV2 CPE rescue	-7	.	-2	-11	1	.	-5	.	7	-5
INS-1E GSIS act	3	-3	-14	-7	16	.	0	-7	4	-5
EWS-Fli block	-1	0	1	7	2	.	-4	4	4	-9
F508del corr	1.0	2.1	-1.1	-5.3	-2.4	.	0.1	0.0	-0.4	0.4
PAX8 inh HTS	-2	-7	.	11	-5	7	-10	2	1	-18

(31) CCN(CC)S(=O)(=O)c1ccc(C)c(NC(=O)COC(=O)CNC(=O)c2ccc(C(C)(C)C)cc2)c1
(32) CCNC(=O)COC(=O)CCC(=O)c1ccc(F)cc1
(33) O=c1cc(CSc2nc3ccccc3c(=O)[nH]2)c2ccc(O)cc2o1
(34) CC(C)(C)CC(=O)Nc1cc2c3c(c1)CCC(=O)N3CCC2
(35) CCCCn1nnnc1SCC(=O)N(CC)CC
(36) O=C(CNS(=O)(=O)c1ccc([N+](=O)[O-])cc1)N/N=C\c1ccc(O)cc1
(37) COc1ccc(NC(=O)N2C[C@@H](O)COC[C@H]3O[C@@H](CC(=O)NCc4ccccc4OC)CC[C@@H]32)cc1
(38) CN(CC(=O)Nc1ccc(OC(F)F)cc1)S(=O)(=O)/C=C/c1ccccc1
(39) O=C(O)COc1ccc(C(=O)c2ccccc2)cc1
(40) COc1ccc(S(=O)(=O)Nc2ccc3c(c2)C(=O)N([C@H](C)CO)C[C@@H](C)[C@@H](CN(C)C)OCCCC[C@H](C)O3)cc1
Compound	31	32	33	34	35	36	37	38	39	40
FN deposition inh	-4	5	-2	3	1	3	-3	-2	-12	-2
miR122 inh	.	1	27	1	-5	-10	-5[16.7 µM]	5	5	-1[16.7 µM]
DENV2 CPE rescue	12	.	.	9	.	3	-17	5	15	1
INS-1E GSIS act	-10	-10	9	14	.	15	-4	-27	27	20
EWS-Fli block	-6	-3	.	-1	.	4	-1	4	-8	.
F508del corr	.	-2.4	.	1.4	.	-2.8	-0.8	2.5	-1.8	-0.3
PAX8 inh HTS	28	-2	-4	6	10	20	6	6	4	-5

(41) Cc1cc(C)cc(NC(=O)Nc2cc(-c3ccccc3)nn2C)c1
(42) CC(=O)[C@@]1(O)CC[C@H]2[C@@H]3CCC4=CC(=O)CC[C@]4(C)[C@H]3[C@@H](O)C[C@@]21C
(43) Nc1cc(S(=O)(=O)Nc2ccccc2Cl)ccc1N1CCCC1
(44) COC(=O)CCCC1=CC2=CC(=O)C(C)(OC(=O)c3cccs3)C(=O)C2=CN1C1CCCCC1 (configuration not stated)
(45) COc1cc(C2C(C(=O)c3ccco3)=C(O)C(=O)N2CCc2ccccc2)ccc1O (configuration not stated)
(46) O=C(Nc1ccccc1NC(=O)c1ccco1)c1ccccc1
(47) CCc1nc2c(OCc3ccccc3)cccn2c1N(C)C(=O)c1ccco1
(48) O=C(c1ccccn1)N1C[C@@H]2[C@H](c3ccccc31)[C@H](CO)N2C(=O)C1CC1
(49) CCc1cnc(N2[C@@H](C#N)[C@@H](c3ccc(C#CCC4CCCC4)cc3)[C@@H]2CO)s1
(50) O=C(NC(=S)Nc1nc2c(ccc3ccccc32)s1)c1cccs1
Compound	41	42	43	44	45	46	47	48	49	50
FN deposition inh	-2	-12	9	5	-4	2	3	0	-2	2
miR122 inh	-3	-5	.	-6	-6	-5	-6	20[16.7 µM]	.	.
DENV2 CPE rescue	-5	-3	4	-4	.	-5	5	18	-13	.
INS-1E GSIS act	-10	.	-1	10	.	-1	17	3	-6	8
EWS-Fli block	-7	0	1	-5	.	2	21	-7	-11	.
F508del corr	0.0	4.7	-1.9	1.3	.	2.7	1.3	-0.2	0.2	.
PAX8 inh HTS	-4	-3	15	5	-10	12	29	-20	73*	17

(51) COc1ccc(S(=O)(=O)Nc2ccc3c(c2)C(=O)N([C@@H](C)CO)C[C@@H](C)[C@@H](CN(C)C(=O)Nc2ccc(F)cc2)O3)cc1
(52) O=C(CCN1CCN(c2ccccc2)CC1)NNC(=O)c1ccccc1
(53) Nc1nc2ncccc2cc1C(=O)NC1CC1
(54) CN(Cc1ccccc1)C(=O)CCS(=O)(=O)c1cc2c(cc1Cl)NC(=O)CO2
(55) COc1cc(CNC2CCCC2)cc(Cl)c1OCc1ccccc1F
(56) CC(=O)CC1(OC(C)=O)C(=O)N(C)c2ccccc21 (configuration not stated)
(57) O=C(CN1CCCCC1)N/N=C/c1ccccc1OCc1ccccc1
(58) COc1ccc(NC(=S)N(CCCN2CCOCC2)C(C)c2cc3ccccc3o2)cc1 (configuration not stated)
Compound	51	52	53	54	55	56	57	58
FN deposition inh	.	-7	3	8	.	.	-1	4
miR122 inh	-1[16.7 µM]	1	.	.	-3	.	.	1
DENV2 CPE rescue	-5	4	-9	-3	.	.	.	-5
INS-1E GSIS act	0	2	4	23	-8	16	23	-26
EWS-Fli block	-5	-5	4	7	10	2	2	-2
F508del corr	1.6	-2.3	-1.4	1.8	-2.4	2.6	.	1.3
PAX8 inh HTS	14	-1	-2	8	.	-3	-7	6

Screening data: PubChem BioAssay, Broad Institute
